ZTA DNA inh: blocks Epstein-Barr virus ZTA, an EBNA-1 counter-screen. AID 2234. inhibition, % at 11 µM. 320,000 tested, 0.15% active. ZTA-DNA binding, fluorescence polarization. P03206; in the data active = inhibition above about 33%
Target sequence (P03206 whole entry, looked up): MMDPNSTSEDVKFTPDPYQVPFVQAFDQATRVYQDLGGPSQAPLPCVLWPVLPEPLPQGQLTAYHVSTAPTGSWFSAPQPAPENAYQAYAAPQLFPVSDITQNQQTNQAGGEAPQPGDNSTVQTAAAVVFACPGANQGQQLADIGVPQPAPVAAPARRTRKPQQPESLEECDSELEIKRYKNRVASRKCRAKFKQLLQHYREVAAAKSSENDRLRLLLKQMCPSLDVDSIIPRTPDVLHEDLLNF
PP5 inh: PP5 (human) phosphatase inhibition. P53041. purified PP5c, OMFP substrate fluorescence. inhibition, % at 6.7 µM. 320,000 tested, 0.18% active. AID 1987;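 active = inhibition above the campaign's mean inhibition across all tested compounds plus 3 SD, cut at about 9.5% in these data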;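 also: 0% = DMSO only and 100% = 100 µM cantharidin control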
EBNA-1 inhibitor: blocks EBNA-1 binding to DNA; EBNA-1 DNA binding, fluorescence polarization; inhibition, % at 14.8 µM; 300,000 tested, 0.34% active; AID 1950; in the data active = inhibition above about 28%
Fh CTSL1 inh: cathepsin L1 inhibition, PFM18AAP counter-screen; recombinant F. hepatica cathepsin L1, Z-Leu-Arg-MCA fluorescence; inhibition, % at 5.96 µM; 300,000 tested, 0.49% active; AID 1906;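 active = inhibition above the mean of all tested compounds plus 3 SD, set per screening campaign, cut at about 17% in these data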;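 also: 0% = plate median of test compound wells and 100% = 1 µM Z-Phe-Ala-diazomethylketone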
TPT1 inh: inhibitors of Candida albicans tRNA 2'-phosphotransferase TPT1. 300,000 tested, 0.81% active. AID 1962. recombinant caTPT1, FP RNA substrate dephosphorylation. inhibition, % at 5 µM;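 active = inhibition above the mean of all tested compounds plus 3 SD, set per screening campaign, cut at about 24% in these data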;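 also: plate controls were DMSO alone for no effect and ferristatin control at 100 nM for full effect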
JMJD2C inh: inhibitors of human GASC-1 (JMJD2C) demethylase. Q9H3R0. GST-JMJD2C(1-420) H3K9me3 demethylation, DELFIA europium. inhibition, % at 2.35 µM. 330,000 tested, 0.069% active. AID 2099;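 active = more than half of a compound's replicate wells show inhibition beyond 50%, single wells judged on their own value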;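 also: signal counts dimethyl H3K9 product captured on neutravidin plate; 0% = median of DMSO wells and 100% = 0.3 times that DMSO median; strong numbers were not always called active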
Target sequence (Q9H3R0 1-420 limits assumed): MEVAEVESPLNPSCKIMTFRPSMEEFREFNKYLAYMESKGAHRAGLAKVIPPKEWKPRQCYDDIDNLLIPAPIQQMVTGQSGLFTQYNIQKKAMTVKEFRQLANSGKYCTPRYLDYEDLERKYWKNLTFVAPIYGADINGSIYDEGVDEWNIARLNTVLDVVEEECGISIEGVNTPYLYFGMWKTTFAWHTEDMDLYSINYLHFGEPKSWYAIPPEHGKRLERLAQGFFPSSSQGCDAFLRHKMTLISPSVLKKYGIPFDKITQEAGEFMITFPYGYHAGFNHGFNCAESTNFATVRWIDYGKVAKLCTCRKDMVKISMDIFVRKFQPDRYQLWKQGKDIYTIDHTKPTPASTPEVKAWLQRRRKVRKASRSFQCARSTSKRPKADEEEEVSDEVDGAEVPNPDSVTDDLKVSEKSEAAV
PP1 inh: blocks human PP1-alpha phosphatase, a PP5 counter-screen; inhibition, % at 6.7 µM; purified PP1alpha, OMFP fluorescence; 320,000 tested, 0.9% active; AID 2235;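 active = inhibition above the mean inhibition of all tested compounds plus 3 SD, computed separately for each screening campaign, cut at about 15% in these data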
Target sequence (P62136 whole entry, looked up): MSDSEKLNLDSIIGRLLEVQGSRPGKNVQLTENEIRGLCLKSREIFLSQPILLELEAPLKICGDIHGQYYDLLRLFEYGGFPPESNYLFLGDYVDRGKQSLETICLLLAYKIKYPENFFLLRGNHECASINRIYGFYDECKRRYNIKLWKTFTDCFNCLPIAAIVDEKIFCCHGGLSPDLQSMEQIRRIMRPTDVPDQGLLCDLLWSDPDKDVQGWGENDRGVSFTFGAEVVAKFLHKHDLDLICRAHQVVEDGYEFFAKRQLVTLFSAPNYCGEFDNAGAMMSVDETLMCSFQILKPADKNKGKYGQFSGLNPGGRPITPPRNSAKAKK
core dimer inh: blocks dimerization of HCV core protein. TR-FRET GST/Flag-core106 dimerization, 1536-well. inhibition, % at 5 µM. 300,000 tested, 0.33% active. AID 1899;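 active = inhibition above the mean of all tested compounds plus 3 SD, set per screening campaign, cut at about 45% in these data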
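Assay system: GST-tagged and Flag-tagged HCV core protein residues 1-106 / Times: compound-protein-antibody incubation 4 h at 22.5 °C / Signal: time-resolved FRET, ex 340 nm, em 617 and 671 nm / Evaluation: % inhibition based on acceptor/donor emission ratio / Benchmarks: wells lacking GST-core106 and wells with excess unlabelled core106 / Repeats: singlicate, one well per compound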
Yeast superoxide: yeast age-related superoxide inhibition as caloric restriction mimetic. S. cerevisiae aged cells, superoxide DHE fluorescence; hits give low values. superoxide response (% of plate mean), % at 10 µM. 330,000 tested, 0.18% active;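 active = superoxide response under a set limit, about three screen SD below normal, cut at about 65% in these data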;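 also: yeast aged for seven days with compound at 30 °C before DHE staining; 100% = average MFI of all compound-treated wells on the plate with controls excluded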
Numbers without * were called inactive; x = not tested or not shown. This is a random part of the collection. Share with any hit: about 3.1%.

1	CC1(C)CC(=O)C=C(N=CC2=C(O)CC(C)(C)CC2=O)C1
2	CN(Cc1ccc(F)cc1)Cc1nc(-c2ccccc2)no1
3	O=C(COc1ccccc1)Nc1ccc(-c2nnc(-c3ccco3)o2)cc1
4	CCN(CC)c1ccc(C(=O)O)cc1
5	CC(Sc1nnc(COc2ccc(Cl)cc2)n1-c1ccccc1)C(=O)O (configuration not stated)

assay / entry	1	2	3	4	5
PP1 inh	-5	-3	-5	2	-3
PP5 inh	-2.2	1.6	4.0	3.7	0.6
core dimer inh	2	-3	52*	-10	2
ZTA DNA inh	17	-2	-1	-11	14
EBNA-1 inhibitor	2	8	-8	-13	7
TPT1 inh	1	-5	0	4	3
Yeast superoxide	95	98	113	110	108
JMJD2C inh	4	5	7	-3	-1
Fh CTSL1 inh	0	-2	0	1	0

core dimer inh: what is marked active above.
| entry | molecule | PP5 inh | core dimer inh | EBNA-1 inhibitor | TPT1 inh | JMJD2C inh |
| --- | --- | --- | --- | --- | --- | --- |
| 3 | O=C(COc1ccccc1)Nc1ccc(-c2nnc(-c3ccco3)o2)cc1 | 4.0 | 52* | -8 | 0 | 7 |

Other compounds
6	COc1ccc(S(=O)(=O)N2CCC(C(=O)NCc3cccnc3)CC2)cc1C
7	COc1cc(C=O)ccc1OC(=O)c1ccc(C(C)C)cc1
8	C=CCn1c(SCC(=O)N(CC)C2CCS(=O)(=O)C2)nc2sc3c(c2c1=O)CCC3 (configuration not stated)
9	COc1ccc(Sc2cc(C(F)(F)F)nc(-c3ccccn3)n2)cc1
10	CCCCNC(=O)C1CCCN1C(=O)Nc1cccc(OC)c1 (configuration not stated)

assay / entry	6	7	8	9	10
PP1 inh	10	3	-5	2	-3
PP5 inh	-6.1	3.3	-0.8	0.3	1.3
core dimer inh	-6	14	x	2	-7
ZTA DNA inh	-2	-1	1	-5	-9
EBNA-1 inhibitor	-8	1	x	3	2
TPT1 inh	-2	1	x	-1	-3
Yeast superoxide	119	107	102	105	95
JMJD2C inh	3	7	12	9	29
Fh CTSL1 inh	-10	-3	x	3	1

11	CCOC(=O)CSC1=C(C#N)C(c2ccco2)C(C(=O)Nc2cccc(C(F)(F)F)c2)=C(C)N1 (configuration not stated)
12	NC(=O)c1ccc(NC(=O)COC(=O)C2(c3ccccc3F)CCCC2)cc1
13	CCN1CCN(c2c(Cl)cccc2NC(=O)c2ccc(Br)o2)CC1
14	CCCCNS(=O)(=O)NC(=O)C1=C(N2CCCC2)COC1=O
15	O=C(CSc1nnc(-c2ccncc2)n1C1CCCCC1)Nc1cccc(O)c1

assay / entry	11	12	13	14	15
PP1 inh	4	-4	-4	-4	-1
PP5 inh	5.6	-0.1	1.3	2.0	0.8
core dimer inh	8	-4	0	x	-2
ZTA DNA inh	7	-1	-4	4	-4
EBNA-1 inhibitor	6	-10	3	x	-13
TPT1 inh	4	0	1	x	2
Yeast superoxide	117	113	96	109	116
JMJD2C inh	3	0	19	-5	1
Fh CTSL1 inh	-2	1	1	x	7

16	O=C(CSc1ccsc1[N+](=O)[O-])N1CCN(c2ccccn2)CC1
17	O=C(N/N=C/C(Cl)=C/c1ccccc1)c1ccccn1
18	O=C(CCCc1ccccc1)NCc1ccccn1
19	CCOC(=O)C1(CC2CC2)CCN(C(=O)c2cc(C3CC3)nc3ccccc23)CC1
20	O=C(CSc1cn[nH]n1)Nc1nc2ccccc2s1

assay / entry	16	17	18	19	20
PP1 inh	0	1	-1	-1	0
PP5 inh	1.7	-4.2	-3.4	6.4	0.0
core dimer inh	23	6	1	5	3
ZTA DNA inh	9	2	-10	-11	-3
EBNA-1 inhibitor	15	3	0	-2	1
TPT1 inh	1	1	-1	-7	-2
Yeast superoxide	135	114	97	105	112
JMJD2C inh	0	2	20	5	15
Fh CTSL1 inh	0	-2	1	-1	1

21	CC(NC(=O)COC(=O)CCc1ccccc1)c1ccccc1 (configuration not stated)
22	COc1cc(C(NC(C)=O)NC(C)=O)ccc1OCc1ccccc1
23	CCNC(=O)CC1C(=O)N(c2cccc(C)c2)C(=O)N1CCC(C)C (configuration not stated)
24	CSc1nc(N2CCN(c3ccccc3Cl)CC2)c2ccccc2n1
25	C=CCn1c(=O)c(C(=O)NC2CC2)c(O)c2cc(OC)c(OC)cc21

assay / entry	21	22	23	24	25
PP1 inh	-4	-4	-5	2	-1
PP5 inh	1.9	-0.6	0.9	0.2	-1.5
core dimer inh	-6	-4	2	9	6
ZTA DNA inh	-11	7	-6	1	1
EBNA-1 inhibitor	-6	-7	-2	7	2
TPT1 inh	-1	2	4	7	-1
Yeast superoxide	95	98	98	94	99
JMJD2C inh	2	2	-5	60	-21
Fh CTSL1 inh	-2	-1	2	2	2

The closing 2 entries of the part before lead into the next:
24	CSc1nc(N2CCN(c3ccccc3Cl)CC2)c2ccccc2n1
25	C=CCn1c(=O)c(C(=O)NC2CC2)c(O)c2cc(OC)c(OC)cc21
26	CC(=S)c1c(C)cc2cc(C)ccn12
27	O=C(Cn1ccc(NC(=O)OCc2ccccc2)nc1=O)NCc1ccc2c(c1)OCO2
28	O=C1Nc2cc(C(=O)NCCN3CCCCCC3)ccc2S/C1=C\c1ccccc1
29	O=C(NC1CCCN(Cc2ccccc2F)C1)c1cccs1 (configuration not stated)
30	COc1ccc(CCNCc2cc(C)n(-c3ccc(OC)cc3)c2C)cc1

assay / entry	24	25	26	27	28	29	30
PP1 inh	2	-1	-4	-3	3	-2	2
PP5 inh	0.2	-1.5	3.5	2.2	1.1	1.5	2.4
core dimer inh	9	6	5	x	-7	-2	-3
ZTA DNA inh	1	1	2	1	17	-7	-8
EBNA-1 inhibitor	7	2	4	x	-10	-21	-27
TPT1 inh	7	-1	0	x	2	2	2
Yeast superoxide	94	99	110	97	119	89	72
JMJD2C inh	60	-21	17	-3	-3	-8	-2
Fh CTSL1 inh	2	2	-3	x	10	-1	-5

31	O=C(NCC1CCCO1)NC1CCCCC1 (configuration not stated)
32	O=C(c1ccc(CS(=O)Cc2ccccc2Cl)o1)N1CCN(C2CCCCC2)CC1 (configuration not stated)
33	Cc1cc(Nc2ccccc2C(=O)O)n(-c2cccc(Cl)c2)n1
34	COc1ccc(CN2CCN(C(=O)c3cc(C4CC4)nn3-c3ccccc3)CC2)cc1F
35	O=C(CN1CCN(Cc2ccccc2Cl)C1=O)NCc1ccco1

assay / entry	31	32	33	34	35
PP1 inh	4	0	4	-3	-2
PP5 inh	-1.0	0.6	3.2	3.6	0.9
core dimer inh	0	5	-7	x	5
ZTA DNA inh	-3	-7	-6	-8	9
EBNA-1 inhibitor	0	-12	-4	x	9
TPT1 inh	-1	117*	1	x	2
Yeast superoxide	103	104	107	75	96
JMJD2C inh	-15	3	2	-7	0
Fh CTSL1 inh	-1	2	0	x	1

36	CC1Cc2cc(/C(O)=C3/C(=O)C(=O)N(CCN4CCOCC4)C3c3ccc(C(C)C)cc3)ccc2O1 (configuration not stated)
37	O=C(NCCSc1c[nH]c2ccccc12)c1ccc(Br)o1
38	O=C1c2ccccc2NC(c2ccc(-c3ccc(Br)cc3)o2)N1O (configuration not stated)
39	Cc1cccc(C(c2c(C)nn(-c3ccccc3)c2N)c2c(C)nn(-c3ccccc3)c2N)c1
40	CCN(CC(=O)Nc1ccc(N2CCOCC2)cc1)Cc1nc2ccccc2c(=O)[nH]1

assay / entry	36	37	38	39	40
PP1 inh	0	1	12	1	-2
PP5 inh	1.6	0.6	4.8	0.8	-1.2
core dimer inh	6	6	-6	6	-7
ZTA DNA inh	-10	7	-3	-10	-3
EBNA-1 inhibitor	-15	2	-21	1	4
TPT1 inh	-2	-4	-4	2	-1
Yeast superoxide	109	91	98	101	110
JMJD2C inh	1	-2	-6	-5	-6
Fh CTSL1 inh	13	-1	0	-2	-1

Copied from the list.
`CC1Cc2cc(/C(O)=C3/C(=O)C(=O)N(CCN4CCOCC4)C3c3ccc(C(C)C)cc3)ccc2O1` (configuration not stated) | PP1 inh = 0
`Cc1cccc(C(c2c(C)nn(-c3ccccc3)c2N)c2c(C)nn(-c3ccccc3)c2N)c1` | Fh CTSL1 inh = -2
`O=C1c2ccccc2NC(c2ccc(-c3ccc(Br)cc3)o2)N1O` (configuration not stated) | PP1 inh = 12
`CCN(CC(=O)Nc1ccc(N2CCOCC2)cc1)Cc1nc2ccccc2c(=O)[nH]1` | PP5 inh = -1.2

New compounds follow:
41	FC(F)(F)c1cnc(-c2cnc3c(-c4ccc(Cl)cc4)cnn3c2)c(Cl)c1
42	O=C1CCC/C(=N/NC(=O)C2CCN(S(=O)(=O)c3cccs3)CC2)C1
43	Cc1ccc(OCCn2cnc(Cl)c2Cl)cc1
44	CCc1cc(=O)oc2cc(OCC(=O)NCCCN3CCCC3=O)ccc12
45	CN1C(=O)[C@H]2[C@@H](c3ccc(F)cc3)N3C(=O)c4ccccc4NC(=O)[C@@]3(C)[C@H]2C1=O

assay / entry	41	42	43	44	45
PP1 inh	-2	-4	-3	-2	0
PP5 inh	1.0	2.4	0.5	-1.7	-1.1
core dimer inh	3	-6	-2	-1	-4
ZTA DNA inh	14	0	15	10	-16
EBNA-1 inhibitor	0	7	8	-5	4
TPT1 inh	-3	2	1	0	-3
Yeast superoxide	91	73	94	92	95
JMJD2C inh	-24	6	-2	56	-2
Fh CTSL1 inh	1	0	-1	-2	-4

46	COc1ccccc1N(Cc1cc(=O)[nH]c2ccccc12)C(=O)c1ccc([N+](=O)[O-])cc1
47	Cc1ccc(S(=O)(=O)N(CC(O)CN(C)C)c2ccccc2)cc1 (configuration not stated)
48	CCCC/C=C/C(NC(=O)c1ccc(C(=O)OC)cc1)c1ccccc1 (configuration not stated)
49	CC(NC(=O)CCc1nc2cc(S(=O)(=O)N3CCOCC3)ccc2n1C)c1ccc(S(N)(=O)=O)cc1 (configuration not stated)
50	Cc1ccc(NC(=O)CN2CCC3(O)CCCCC3C2c2ccc3c(c2)OCO3)c(C)c1 (configuration not stated)
51	CCCn1cc(SCC(N)=O)c2ccccc21
52	CC(=O)Nc1nc2ccccc2n1Cc1ccccc1
53	C[C@H]1CN=C(N(C)C)N1CCc1ccc(F)cc1

assay / entry	46	47	48	49	50	51	52	53
PP1 inh	-3	-4	1	-1	-1	6	4	-3
PP5 inh	1.5	0.1	-0.5	1.6	4.3	0.3	4.1	-2.2
core dimer inh	6	4	16	-6	5	17	8	4
ZTA DNA inh	-4	3	18	-1	1	-14	5	5
EBNA-1 inhibitor	-3	-1	2	9	6	-3	-8	1
TPT1 inh	-3	11	-2	-2	1	-5	-1	0
Yeast superoxide	104	105	97	96	95	106	125	98
JMJD2C inh	9	6	5	-15	-2	-5	30	3
Fh CTSL1 inh	-3	2	4	1	0	1	0	-1

Source: PubChem (several laboratories)
